Bioassay records (PubChem)
MLL CXXC-DNA inh: MLL CXXC-DNA interaction inhibition. MLL-CXXC / FITC-HOXA9 DNA fluorescence polarization. Q03164. Potency, µM (doses to about 115 µM), inactives show top-dose activity change, negative = inhibition, most hits filed as inhibitors. 0.037% of 290,000 active; active means well fitted inhibition curve with a large enough effect in the polarisation, with a control signal flat, not every such curve was filed as active; inconclusive means small, poorly fitted or top-dose-only effect, or effect the other way, or a change in a side signal; inactive means no such curve, though single readings can be large or run the other way; the % refers to the polarisation
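Fluorescence polarization: 7 uM MLL-CXXC (stock) preincubated 5 min with compounds, then 50 nM fluorescein-HOX-A9 DNA (stock) added; 30 min ambient. Buffer 50 mM Tris-HCl pH 7.5, 50 mM NaCl, 1 mM DTT, 0.05% BSA.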
MBNL1-CUG inh: MBNL1-poly(CUG) RNA binding inhibition. AID 2675. TR-FRET MBNL1-His/biotin-(CUG)12 binding, 665/545 ratio. Potency, µM (highest dose often 57.5 µM), inactives show at the highest dose activity change, negative = inhibition, usual class: inhibitors. Q9NR56. 0.036% of 280,000 active; active means well fitted inhibition curve with a large enough effect in the signal ratio, with a control signal flat, not every such curve was filed as active; inconclusive means small, poorly fitted or top-dose-only effect, or effect the other way, or a change in a side signal; inactive means no such curve, though single readings can be large or run the other way; the % refers to the signal ratio; further: on the % scale 0 is the no-effect control and ±100 the full control effect
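His-tagged MBNL1 binding to biotinylated (CUG)12 RNA was measured by TR-FRET using terbium anti-His antibody (0.055 ng/ul final) and streptavidin-XL665 (5 nM final). Compounds were titrated 92 nM to 58 uM; 60 min at room temperature.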
ELG1 genotox: genotoxicity induction in ELG1-luciferase HEK293T cells | HEK293T ELG1-luciferase reporter, luminescence, 16 h | 1.3% of 330,000 active | Potency, µM (series often up to 46 µM), for the others: at the highest dose activity change, positive = activation, hits mostly activators; further: % of control where 0% means no effect; nearly all actives have a fitted effect of over 60% in size
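Step 1: seed 2,000 HEK293T ELG1-luciferase cells per well. Step 2: add compound or DMSO, incubate 16 hr at 37 °C. Step 3: ONE-Glo, 30 min at room temperature, read luminescence.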
uPA surface inh: blocks generation of uPA at the cell surface. cell surface uPA generation assay, qHTS. Potency, µM (highest dose often 38.3 µM), for inactives: at the highest dose activity change, negative = inhibition, most hits filed as inhibitors. 0.31% of 330,000 active; active means well fitted inhibition curve with a large enough effect; inconclusive means small, poorly fitted or top-dose-only effect; inactive means no such curve, though single readings can be large or run the other way; tested in mouse RAW 264.7 cells; further: on the % scale 0 is the no-effect control and ±100 the full control effect; nearly all actives have a fitted effect of over 55% in size
NPC1 prom act: activates the NPC1 promoter; Huh7 NPC1 promoter luciferase reporter, 24 h; Potency, µM (highest dose often 9.22 µM), without a hit: top-dose activation, hits mostly activators; 2.4% of 320,000 active;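 further: % of control where 0% means no effect; nearly all actives have a fitted effect of over 60% in size; reporter is driven by a mutant NPC1 promoter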
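In 1536-well qHTS, Huh7 cells harboring an NPC1 promoter–luciferase construct received compound for 24 h; activation was quantified by luminescence following luciferase reagent addition.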
Rab9 promoter act: Rab9 promoter activation; Huh7 Rab9 promoter-luciferase reporter, luminescence, 24 h; Potency, µM (top dose mostly 9.22 µM), for inactives: at the top dose activation, negative = inhibition, most hits filed as activators; 2.8% of 320,000 active; further: % of control where 0% means no effect; nearly all actives have a fitted effect of over 60% in size
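Cells were plated at 1500 per well in reduced-serum medium with 10% FBS and left 2 h. Compound in DMSO was then added for 24 h at 37 °C. Reporter signal was read by luminescence after 10 min with luciferase detection reagent.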
BRCA1 expr act: BRCA1 expression activation | MCF7-BRCA1-FFLuc reporter, luminescence, 48 h; response scale: scaled: vehicle 0%, 10 µM genistein 100% | Potency, µM (series often up to 46.1 µM), inactives show at the top dose activation, hits mostly activators | AID 624202 | 1.1% of 380,000 active; further: nearly all actives have a fitted effect of over 80% in size; some results filed as inactive show a strong effect at the top dose
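Activators of BRCA1 expression were detected as increased firefly luciferase luminescence in engineered MCF7 cells after 48 h compound incubation. Signals were scaled to genistein 10 microM as full activation.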
FLuc counter: counter-screen for miR-21 project: firefly luciferase inhibitors or activators. purified FLuc, Km substrates, luminescence inhibition. AID 588342. 6.9% of 360,000 active. P08659. Potency, µM (titrated, usually from 57.5 µM), without a hit: top-dose activity change, negative = inhibition, hits mostly inhibitors;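 further: plate controls were vehicle for no effect and reference inhibitor for full effect; nearly all actives have a fitted effect of over 55% in size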
Target sequence (P08659 whole entry, looked up): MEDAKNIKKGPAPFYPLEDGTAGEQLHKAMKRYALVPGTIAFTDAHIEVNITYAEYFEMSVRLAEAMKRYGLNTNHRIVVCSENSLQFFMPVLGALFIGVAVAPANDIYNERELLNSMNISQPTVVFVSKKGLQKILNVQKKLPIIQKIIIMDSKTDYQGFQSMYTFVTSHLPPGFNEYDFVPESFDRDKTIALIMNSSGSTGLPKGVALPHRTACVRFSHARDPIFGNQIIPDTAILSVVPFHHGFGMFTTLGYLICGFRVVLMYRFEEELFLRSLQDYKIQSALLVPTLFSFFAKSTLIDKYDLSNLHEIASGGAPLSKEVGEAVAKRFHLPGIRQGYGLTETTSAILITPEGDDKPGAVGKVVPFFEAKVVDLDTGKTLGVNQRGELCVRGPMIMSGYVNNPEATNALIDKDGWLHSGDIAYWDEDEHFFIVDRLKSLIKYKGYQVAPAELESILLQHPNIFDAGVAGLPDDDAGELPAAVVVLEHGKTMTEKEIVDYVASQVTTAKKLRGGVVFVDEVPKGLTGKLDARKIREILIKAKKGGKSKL
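Biochemical qHTS of compounds, final roughly 60 µM downward over six points, against 10 nM purified firefly luciferase using Km concentrations of substrates (10 uM D-luciferin, 10 uM ATP) in Tris acetate pH 7.5 buffer; luminescence output.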
VP16 counter: Gal4-VP16 reporter inhibition counter-screen; Potency, µM (series often up to 53.6 µM), for the others: at the top dose activity, negative = inhibition, actives largely listed as inhibitors; Drosophila S2 Gal4-VP16 UAS-luciferase, luminescence, 20 h; 3.5% of 310,000 active;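 further: Gal4-VP16 expression switched on by copper sulfate through the metallothionein promoter; on the % scale 0 is the no-effect control and ±100 the full control effect; nearly all actives have a fitted effect of over 50% in size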
p53 reactivator: re-activators of mutant p53. Potency, µM (doses to about 92.2 µM), without a hit: at the top dose activity change, positive = activation, actives largely listed as activators. AID 504706. H1299 p53-A138V BP100-luciferase reporter, luminescence, 24 h. 0.063% of 320,000 active; further: % of control where 0% means no effect; nearly all actives have a fitted effect of over 45% in size
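H1299 (p53-null), stable ts p53-A138V + BP100-Luc; 1000 cells/well, Opti-MEM/10% FBS; cpd 4 pt, 1:5; 24 h, 37 deg C, 5% CO2; detection reagent 10 min RT; luminescence.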
RORg inh: blocks mouse ROR gamma transcriptional activity; AID 2551; 5.4% of 310,000 active; Potency, µM (series often up to 53.6 µM), for the others: top-dose activity change, negative = inhibition, usual class: inhibitors; Drosophila S2 Gal4-RORgamma UAS-luciferase reporter, 20 h; P51450; further: on the % scale 0 is the no-effect control and ±100 the full control effect; nearly all actives have a fitted effect of over 60% in size
Target sequence (P51450 whole entry, looked up, the tested form may be a part): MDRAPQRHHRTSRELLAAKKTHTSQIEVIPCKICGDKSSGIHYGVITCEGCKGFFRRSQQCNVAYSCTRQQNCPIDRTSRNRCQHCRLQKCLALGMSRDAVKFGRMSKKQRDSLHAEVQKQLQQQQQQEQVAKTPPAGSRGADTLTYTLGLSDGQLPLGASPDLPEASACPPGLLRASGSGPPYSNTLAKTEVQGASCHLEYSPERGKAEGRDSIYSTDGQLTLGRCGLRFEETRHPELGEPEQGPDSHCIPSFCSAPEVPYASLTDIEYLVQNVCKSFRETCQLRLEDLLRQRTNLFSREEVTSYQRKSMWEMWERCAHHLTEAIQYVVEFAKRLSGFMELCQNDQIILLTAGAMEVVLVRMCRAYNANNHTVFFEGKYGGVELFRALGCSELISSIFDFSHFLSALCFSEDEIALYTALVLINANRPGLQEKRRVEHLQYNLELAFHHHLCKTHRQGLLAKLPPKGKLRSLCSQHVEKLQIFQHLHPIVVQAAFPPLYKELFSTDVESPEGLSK
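In this cell-based reporter format, copper sulfate (700 uM final) drives Gal4–ROR gamma fusion expression from a metallothionein promoter in Drosophila Schneider cells; compounds preincubated 1 hr, reporter read after 20 hr at ambient temperature.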
The depositor's hits bear a star; ? = inconclusive; · = no result given; & = joins results of further samples; [ ] = another dose, or the depositor's remark. Unless noted, the call rests on the fitted dose curve; in most records, active means well fitted curve in the direction sought with a large enough effect; inconclusive means small, poorly fitted or top-dose-only effect, or another doubt; inactive means no such curve, though single readings can be large; an effect the other way counts as inactive or inconclusive. Potency means the concentration at half of the fitted maximal effect. An excerpt; the hit share may differ from the screen's.

SMILES	MLL CXXC-DNA inh	MBNL1-CUG inh	ELG1 genotox	uPA surface inh	NPC1 prom act	Rab9 promoter act	BRCA1 expr act	FLuc counter	VP16 counter	p53 reactivator	RORg inh
Cc1ccc(Cn2cnc3c(cnn3C(C)(C)C)c2=O)cc1	7%	-9%	-12%	4%	-5%	1%	-5%	-18%	?	2%	-28%
COc1ccccc1CCNC(=O)C(=O)NCC1OCCN1S(=O)(=O)c1ccc(OC)c(OC)c1 (configuration not stated)	·	4%	-9%	8%	-4%	-5%	-9%	-1%	-1%	0%	-3%
Cc1ccc(S(=O)(=O)c2cc3c(=O)n4ccccc4nc3n(CCCN3CCOCC3)c2=N)cc1C	9%	?	1%	-1%	-1%	5%	2%	2%	-8%	0%	2%
COc1ccc(-c2cc(C)no2)cc1S(=O)(=O)N1CCCN(Cc2ccc(F)cc2)C1	1%	-3%	1%	-15%	-4%	-8%	-21%	2%	6%	1%	-9%
CN(C)NC(=O)c1csnc1-c1c(Cl)cccc1Cl	1%	2%	-4%	3%	1%	-2%	-3%	-2%	-4%	-1%	-18%
COc1ccc(-n2nc(C(=O)NCC(=O)N(C)Cc3ccccc3)c3ccccc3c2=O)c(OC)c1	-4%	8%	?	-1%	0%	6%	23%	?	-6%	-2%	2%
CCOc1ccc(S(=O)(=O)Nc2cc(OC)c(OC)cc2C(=O)O)cc1	3%	-3%	2%	1%	-2%	-2%	15%	0%	6%	4%	-2%
COc1cccc(-c2cc3nc(-c4ccccc4)cc(=O)n3[nH]2)c1	-10%	8%	?	-17%	-11%	0%	?	12µM*	13%	?	-27%
Cn1c(CSCc2ccc(Cl)cc2)nnc1SCC(=O)Nc1nc2ccccc2s1	16%	3%	5%	·	2%	-6%	-1%	5%	4%	-3%	12%
CCN(c1ccccc1)S(=O)(=O)c1ccc(OC)c(NC(=O)C2CC2)c1	·	·	0%	1%	-2%	-12%	-24%	-2%	·	-7%	·
c1ccc(-c2ccc(CN3C[C@@H]4C(c5ccccc5)C5(c6ccccc6)CC4(C5)[C@H]3c3ccccc3)cc2)cc1 (some centres not stated)	10%	4%	1%	5%	0%	-15%	14%	2%	3%&2%	1%	-12%&28%
CC(=O)Nc1ccc(S(=O)(=O)NC2C3(C)CCC(C3)C2(C)C)cc1 (configuration not stated)	26%	-4%	-3%	-10%	-6%	1%	-17%	-3%	-9%	·	?
COC(=O)NNC(=O)c1ccccc1OC	18%	-4%	0%	-2%	4%	-3%	-53%	-2%	7%	-1%	12%
O=C(Nc1cccc2ccccc12)NC1CCS(=O)(=O)C1 (configuration not stated)	-1%	9%	-3%	4%	0%	-5%	-11%	-2%	3%	-1%	9%
Cc1ccc(C)c(S(=O)(=O)c2c[nH]c(=S)[nH]c2=O)c1	9%	-13%	-1%	-5%	5%	-2%	4%	-1%	7%	-8%	-10%
COc1ccc(N2C(=O)CC(c3ccccc3)CC2=O)cc1	·	·	2%	-5%	-8%	1%	4%	-7%	·	8%	·
CSc1ccccc1C(=O)Nc1cc(C)cc(C)c1	7%	-17%	0%	-1%	-1%	-2%	13%	?	-10%	-5%	7%
COc1ccc(CNC(=O)CSc2nc3ccc(C)cc3[nH]2)cc1	2%	-4%	-2%	3%	11%	2%	2%	-17%	17%	-1%	38%
COc1ccccc1/C=C/C(=O)Nc1cccc(S(=O)(=O)N2CCOCC2)c1	·	·	-3%	0%	10%	3%	-22%	·	·	-11%	·
COc1ccc(NS(=O)(=O)c2ccc(C)c(NC(=O)C3CCCO3)c2)cc1 (configuration not stated)	·	·	1%	-1%	-1%	-1%	-13%	·	·	4%	·
Cc1noc(C)c1COc1ncnc2ccccc12	2%	-7%	-1%	-3%	-1%	-1%	1%	3%	-3%	-2%	-4%
CCCCOC(=O)Nc1ccc(S(=O)(=O)Nc2nccs2)cc1	-5%	2%	0%	-5%	-2%	-2%	-2%	-7%	1%	-5%	17%
CCc1cc(=O)oc2cc(C)cc(OCC(=O)N[C@@H](CSCc3ccccc3)C(=O)O)c12	-16%	5%	4%	8%	0%	-3%	30%	1%	-1%	11%	-14%
COc1ccc(S(=O)(=O)NCc2ccc(C(=O)NCCCN3CC(C)CC(C)C3)cc2)cc1 (configuration not stated)	37%[activator]	-11%	0%	2%	-2%	-3%	-3%	2%	-1%	1%	-1%
CC1Cc2ccccc2N1C(=O)COc1nc2ccccc2nc1N1CCOCC1 (configuration not stated)	8%	15%	-1%	6%	-1%	3%	-17%	1%	-12%	-1%	-4%
c1ccc(Cn2nnc(-c3ccccc3)n2)cc1	1%	-3%	?	2%	27%	?	47%	?	28%	?	-4%
COC(=O)C1=C(C)NC(=O)NC1c1cccc(OC)c1OCc1ccccc1 (configuration not stated)	5%	-6%	-1%	17%	2%	-4%	8%	0%	1%	-2%	-3%
COc1ccc(C(CNC(=O)C2CC(=O)N(Cc3ccc(C)cc3)C2)N(C)C)cc1 (configuration not stated)	1%	-2%	4%	·	6%	-2%	5%	4%	-2%	5%	-9%
O=C(CNC(=O)c1cccnc1)N=Nc1c(O)[nH]c2c(Br)cc(Br)cc12	1%	?	4%	7%	1%	0%	-3%	2%	1%	0%	-18%
CCN(CC)S(=O)(=O)c1ccc(N2CCOCC2)c(NC(=O)C23CC4CC(CC(Cl)(C4)C2)C3)c1	1%	·	-6%	-9%	-1%	-5%	-46%	3%	-9%	-6%	31%

Fetched by structure from above (3):
SMILES	MLL CXXC-DNA inh	MBNL1-CUG inh	ELG1 genotox	uPA surface inh	NPC1 prom act	Rab9 promoter act	BRCA1 expr act	FLuc counter	VP16 counter	p53 reactivator	RORg inh
O=C(CNC(=O)c1cccnc1)N=Nc1c(O)[nH]c2c(Br)cc(Br)cc12	1%	?	4%	7%	1%	0%	-3%	2%	1%	0%	-18%
COc1ccc(C(CNC(=O)C2CC(=O)N(Cc3ccc(C)cc3)C2)N(C)C)cc1 (configuration not stated)	1%	-2%	4%	·	6%	-2%	5%	4%	-2%	5%	-9%
COc1ccccc1/C=C/C(=O)Nc1cccc(S(=O)(=O)N2CCOCC2)c1	·	·	-3%	0%	10%	3%	-22%	·	·	-11%	·

(next part)
SMILES	MLL CXXC-DNA inh	MBNL1-CUG inh	ELG1 genotox	uPA surface inh	NPC1 prom act	Rab9 promoter act	BRCA1 expr act	FLuc counter	VP16 counter	p53 reactivator	RORg inh
CCOC(=O)CC(NC(=O)c1ccc(C)cc1)c1ccc(C)cc1 (configuration not stated)	-8%	-2%	1%	2%	-5%	-3%	-4%	3%	2%	-2%	21%
Cc1ccc(C)c(S(=O)(=O)Nc2nc3ccc(S(N)(=O)=O)cc3s2)c1	3%	-8%	0%	-3%	-2%	1%	-13%	?	-5%	-5%	6%
COc1ccc(CN2CCC(CNS(=O)(=O)c3cccc(C(F)(F)F)c3)CC2)cc1	10%	-3%	-15%	2%	0%	-9%	-24%	-2%	-7%	-1%	-27%
O=C(Cc1ccccc1F)c1ccc(O)cc1O	10%	10%	6%	-3%	-1%	-9%	?	?	-2%	3%	10%
CC(NC(=O)CSc1nnc(-c2cccc(S(=O)(=O)N3CCCCC3)c2)o1)C12CC3CC(CC(C3)C1)C2 (configuration not stated)	18%	-4%	-10%	0%	-6%	2%	-45%	0%	19%	-1%	-31%
Cc1cc(C)n2nc(C(=O)Nc3ccc(S(=O)(=O)N4CCCC4)cc3)nc2n1	0%	2%	-3%	-2%	-3%	1%	0%	3%	0%	-3%	6%
CN(C)C(=O)COc1ccc(S(=O)(=O)c2ccc(OCC(=O)N(C)C)cc2)cc1	2%	-4%	-2%	2%	-2%	9%	-14%	-1%	7%	1%	-3%
Cc1ccc(-n2nc3c(=O)n(CCCC(=O)N4CCCCC4)nc(C)c3c2C)cc1	5%	-1%	-4%	-10%	-19%	2%	-7%	7%	-14%	0%	1%
COc1ccc(-c2cc(C(=O)N(C)CC(=O)Nc3cccc(F)c3)c3ccccc3n2)cc1	·	·	-12%	?	-1%	-4%	-60%	19µM*	·	-2%	·
Cc1ccc(C2(C(F)(F)F)NC(=O)N3CCCN=C3S2)cc1 (configuration not stated)	-8%	-1%	-7%	0%	-2%	4%	-10%	-4%	17%	2%	21%
COc1ccc(-n2ncc3c2CC(C)(C)CC3NC(=O)CCN2CCCC2=O)cc1 (configuration not stated)	9%	-7%	-1%	8%	-3%	2%	9%	-4%	-29%	-7%	2%
COc1ccc(C2NC(=O)NC3=C2C(=O)CCC3)cc1 (configuration not stated)	-8%	-4%	0%	11%	1%	1%	28%	2%	-8%	·	4%[1.91 µM]
